Mtb BioA inh: M. tuberculosis BioA enzyme inhibitors, primary screen, biochemical, plate reader, single point, HTS; 7,8-diaminopelargonic acid synthase BioA (Mycobacterium tuberculosis); purified M. tuberculosis BioA enzyme; inhibition, % at 9.99 µM; 0.096% of 360,000 active; in the data active means inhibition above about 40%
An asterisk follows results filed as active.

SMILES	Mtb BioA inh
CO[C@@H]1CN(C)C(=O)c2cc(NC(=O)C3CC3)ccc2OC[C@H](C)N(Cc2ccncc2)C[C@H]1C	-1.5
CO[C@@H]1CN(C)C(=O)c2cc(NC(=O)C3CC3)ccc2OC[C@H](C)N(C(C)=O)C[C@@H]1C	0.0
C[C@@H]1CN([C@H](C)CO)C(=O)c2cc(NC(=O)Nc3ccc4c(c3)OCO4)ccc2O[C@H]1CN(C)S(=O)(=O)c1ccc(Cl)cc1	-0.2
O=C(N[C@H]1CC[C@@H](CC(=O)N2CCOCC2)O[C@H]1CO)c1ccccn1	-3.1
C[C@@H]1CN([C@@H](C)CO)C(=O)c2cc(-c3ccc(C(=O)N(C)C)cc3)cnc2O[C@H]1CN(C)C(=O)C1CC1	3.4
CCC(=O)N1C[C@H](C)[C@@H](OC)CN(C)C(=O)c2cc(NC(=O)Nc3ccc(Cl)cc3)ccc2OC[C@H]1C	0.0
CO[C@@H]1CN(C)C(=O)c2cc(NC(C)=O)ccc2OC[C@@H](C)N(Cc2ccccc2C(=O)O)C[C@@H]1C	1.1
Cc1ccc(S(=O)(=O)N(C)C[C@H]2Oc3c(NS(=O)(=O)c4ccc(Cl)cc4)cccc3C(=O)N([C@H](C)CO)C[C@@H]2C)cc1	-1.6
O=C(C[C@@H]1C=C[C@H](NC(=O)C2CC2)[C@@H](CO)O1)NCC1CC1	-0.9
Cc1noc(C)c1NC(=O)Nc1ccc2c(c1)C(=O)N([C@@H](C)CO)C[C@H](C)[C@H](CN(C)Cc1ccc(C(F)(F)F)cc1)OCCCC[C@H](C)O2	3.5
C[C@@H]1CN([C@H](C)CO)C(=O)c2cccc(NC(=O)Nc3cccc4ccccc34)c2O[C@@H]1CN(C)C(=O)Nc1ccccc1	-2.6
C[C@H](CO)N1C[C@H](C)[C@@H](CN(C)C(=O)C2CCC2)Oc2ncc(C#Cc3cccc(F)c3)cc2C1=O	0.1
Cc1ccc(S(=O)(=O)Nc2ccc3c(c2)C(=O)N([C@H](C)CO)C[C@@H](C)[C@H](CN(C)Cc2ccc4c(c2)OCO4)OCCCC[C@@H](C)O3)cc1	-0.6
CC=Cc1ccc2n(c1=O)C[C@@H]1[C@@H](CO)[C@H](C(=O)NCCc3cn(C)cn3)[C@H]2N1C(=O)CC (mixture of isomers)	-1.6
CCNC(=O)[C@@H]1[C@@H](CO)[C@@H]2Cn3c(ccc(-c4ccc(OC)cc4)c3=O)[C@H]1N2CC1CC1	0.2
COC(=O)C[C@H]1CC[C@@H](N)[C@H](CO)O1	-2.2
Cc1noc(C)c1NC(=O)Nc1ccc2c(c1)C(=O)N([C@@H](C)CO)C[C@@H](C)[C@@H](CN(C)Cc1ccc(C(F)(F)F)cc1)OCCCC[C@H](C)O2	1.6
C[C@@H]1CCCCO[C@@H](CN(C)C(=O)CCC(F)(F)F)[C@H](C)CN([C@H](C)CO)C(=O)c2cc(NC(=O)NC3CCCCC3)ccc2O1	5.3
C[C@H](O)C#Cc1ccc([C@H]2[C@H]3CN(C(=O)c4ccncc4)CCCCN3[C@H]2CO)cc1	-1.6
COc1ccc(NC(=O)Nc2ccc3c(c2)[C@H]2C[C@@H](CC(=O)NCc4ccccc4F)O[C@@H](CO)[C@H]2O3)cc1	-0.6
COc1ccc(S(=O)(=O)Nc2ccc3c(c2)C(=O)N([C@H](C)CO)C[C@@H](C)[C@H](CN(C)S(=O)(=O)c2cn(C)cn2)OCCCC[C@@H](C)O3)cc1	0.0
CN1[C@H](C(=O)NCC2CCCCC2)[C@@H](CO)[C@@H]2Cn3c(cccc3=O)[C@@H]21	-0.7
C[C@H](CO)N1C[C@H](C)[C@H](CN(C)C(=O)C2CC2)Oc2cc(C#CC3CC3)ccc2S1(=O)=O	-1.1
C[C@H](CO)N1C[C@H](C)[C@H](CN(C)S(=O)(=O)c2ccccc2)Oc2ccc(NS(=O)(=O)c3cccs3)cc2CC1=O	-1.6
CS(=O)(=O)Nc1ccc2c(c1)[C@H]1C[C@@H](CC(=O)N3CCCCC3)O[C@H](CO)[C@H]1O2	1.0
C[C@@H]1CCCCO[C@H](CN(C)C(=O)c2ccncc2)[C@H](C)CN([C@@H](C)CO)C(=O)c2cc(N(C)C)ccc2O1	-0.8
O=C(C1CCCC1)N1C[C@@H]2[C@H](c3ccccc31)[C@H](CO)N2C(=O)c1ccccc1F	-2.2
C[C@H](NC(=O)C[C@H]1CC[C@@H](NC(=O)Cc2ccccn2)[C@H](CO)O1)c1ccccc1	-4.3
O=C(C[C@@H]1CC[C@@H]2[C@H](COC[C@@H](O)CN2CCC(F)(F)F)O1)N1CCC(Cc2ccccc2)CC1	1.2
COc1ccccc1S(=O)(=O)N[C@H]1CC[C@H](CCNC(=O)C2CCCCC2)O[C@H]1CO	-1.7
COc1ccc(S(=O)(=O)Nc2ccc3c(c2)C(=O)N([C@@H](C)CO)C[C@H](C)[C@@H](CN(C)C(=O)NC2CCCCC2)O3)cc1	-1.2
C[C@H](CO)N1C[C@H](C)[C@H](CN(C)C(=O)Nc2cccc3ccccc23)OCCCC[C@H](C)Oc2ccc(NC(=O)CCC(F)(F)F)cc2C1=O	0.8
CC(C)CC#Cc1ccc2c(c1)O[C@H](CN(C)Cc1cccc(F)c1)[C@@H](C)CN([C@@H](C)CO)S2(=O)=O	-0.6
C/C=C/c1cnc2c(c1)C(=O)N([C@H](C)CO)C[C@@H](C)[C@@H](CN(C)Cc1ccccc1)O2	-1.0
C[C@@H]1CCCCO[C@H](CN(C)CC2CCCCC2)[C@H](C)CN([C@H](C)CO)C(=O)c2cc(NS(=O)(=O)c3ccccc3)ccc2O1	2.3
CC(C)NC(=O)Nc1ccc2c(c1)C(=O)N([C@@H](C)CO)C[C@@H](C)[C@@H](CN(C)Cc1ccc(C(=O)O)cc1)O2	-2.2
COCC#Cc1ccc([C@@H]2[C@H]3CN(S(=O)(=O)c4cccc(OC)c4)CCCCN3[C@H]2CO)cc1	-2.9
COc1ccc(NC(=O)N(C)C[C@@H]2Oc3ncc(C#C[C@H](C)O)cc3C(=O)N([C@@H](C)CO)C[C@@H]2C)cc1	-0.1
C[C@H](CO)N1C[C@H](C)[C@@H](CN(C)Cc2ccc(C(F)(F)F)cc2)OCCCC[C@H](C)Oc2ccc(NC(=O)Nc3ccc(C(F)(F)F)cc3)cc2C1=O	-0.6
COCC(=O)N1C[C@@H](C)[C@H](OC)CN(C)C(=O)c2cc(NC(=O)c3ccc(OC)cc3)ccc2OC[C@@H]1C	-0.1
CO[C@H]1CN(C)C(=O)c2ccc(NC(=O)c3cccc(F)c3)cc2OC[C@@H](C)N(C)C[C@@H]1C	1.6
C[C@H](NC(=O)C[C@H]1CC[C@H](NC(=O)Cc2ccccn2)[C@H](CO)O1)c1ccccc1	-2.6
C[C@H](CO)N1C[C@H](C)[C@@H](CN(C)Cc2ccc(-c3ccccc3)cc2)Oc2c(NS(=O)(=O)c3ccc(Cl)cc3)cccc2C1=O	-1.0
O=C(CCN1CCCCC1)N[C@@H]1CC[C@H](CCNC(=O)c2cc(Cl)cc(Cl)c2)O[C@H]1CO	-2.2
O=C(C[C@@H]1CC[C@@H](NS(=O)(=O)c2ccc(F)cc2)[C@H](CO)O1)NCc1ccncn1	0.7
CO[C@H]1CN(C)C(=O)c2ccc(NC(=O)C3CC3)cc2OC[C@@H](C)N(C(=O)c2ccncc2)C[C@H]1C	4.7
C[C@@H]1CN([C@H](C)CO)C(=O)Cc2cc(NC(=O)C3CCCCC3)ccc2O[C@H]1CN(C)Cc1ccncc1	-0.7
C[C@@H]1CN([C@@H](C)CO)C(=O)c2cccc(NS(=O)(=O)c3cccs3)c2O[C@@H]1CN(C)Cc1ccc(Oc2ccccc2)cc1	-5.1
COc1ccc(CN(C)C[C@H]2OCCCC[C@@H](C)Oc3ccc(NS(=O)(=O)c4cn(C)cn4)cc3C(=O)N([C@@H](C)CO)C[C@H]2C)cc1	-0.4
O=C(C[C@H]1CC[C@H]2[C@@H](COC[C@@H](O)CN2Cc2cccc(-c3ccncc3)c2)O1)N1CCN(c2ccccc2)CC1	0.7

Another view of part of the listing above:
mol | Mtb BioA inh
CC(C)NC(=O)Nc1ccc2c(c1)C(=O)N([C@@H](C)CO)C[C@@H](C)[C@@H](CN(C)Cc1ccc(C(=O)O)cc1)O2 | -2.2
COCC#Cc1ccc([C@@H]2[C@H]3CN(S(=O)(=O)c4cccc(OC)c4)CCCCN3[C@H]2CO)cc1 | -2.9
COc1ccc(NC(=O)N(C)C[C@@H]2Oc3ncc(C#C[C@H](C)O)cc3C(=O)N([C@@H](C)CO)C[C@@H]2C)cc1 | -0.1
C[C@H](CO)N1C[C@H](C)[C@@H](CN(C)Cc2ccc(C(F)(F)F)cc2)OCCCC[C@H](C)Oc2ccc(NC(=O)Nc3ccc(C(F)(F)F)cc3)cc2C1=O | -0.6
COCC(=O)N1C[C@@H](C)[C@H](OC)CN(C)C(=O)c2cc(NC(=O)c3ccc(OC)cc3)ccc2OC[C@@H]1C | -0.1
CO[C@H]1CN(C)C(=O)c2ccc(NC(=O)c3cccc(F)c3)cc2OC[C@@H](C)N(C)C[C@@H]1C | 1.6
C[C@H](NC(=O)C[C@H]1CC[C@H](NC(=O)Cc2ccccn2)[C@H](CO)O1)c1ccccc1 | -2.6
C[C@H](CO)N1C[C@H](C)[C@@H](CN(C)Cc2ccc(-c3ccccc3)cc2)Oc2c(NS(=O)(=O)c3ccc(Cl)cc3)cccc2C1=O | -1.0
O=C(CCN1CCCCC1)N[C@@H]1CC[C@H](CCNC(=O)c2cc(Cl)cc(Cl)c2)O[C@H]1CO | -2.2
O=C(C[C@@H]1CC[C@@H](NS(=O)(=O)c2ccc(F)cc2)[C@H](CO)O1)NCc1ccncn1 | 0.7
CO[C@H]1CN(C)C(=O)c2ccc(NC(=O)C3CC3)cc2OC[C@@H](C)N(C(=O)c2ccncc2)C[C@H]1C | 4.7
C[C@@H]1CN([C@H](C)CO)C(=O)Cc2cc(NC(=O)C3CCCCC3)ccc2O[C@H]1CN(C)Cc1ccncc1 | -0.7

(cont.)
SMILES	Mtb BioA inh
CCCC#Cc1cnc2c(c1)C(=O)N([C@@H](C)CO)C[C@H](C)[C@@H](CN(C)C(=O)Cc1ccccc1)O2	1.9
COc1ccc(S(=O)(=O)Nc2ccc3c(c2)C(=O)N([C@@H](C)CO)C[C@H](C)[C@@H](CN(C)C(=O)NC(C)C)O3)cc1	-1.5
C[C@H]1ON(c2ccc(C(=O)OC(C)(C)C)cc2)[C@@H](c2ccc(O)cc2)[C@@H]1C(=O)N1C(=O)OC[C@@H]1c1ccccc1	-3.4
COc1ccc(S(=O)(=O)Nc2cccc3c2O[C@@H](CN(C)C(=O)Nc2ccc(F)cc2)[C@H](C)CN([C@@H](C)CO)C3=O)cc1	-1.6
CN1CCN(C(=O)C[C@@H]2C=C[C@@H](NC(=O)c3ccc4c(c3)OCO4)[C@H](CO)O2)CC1	-2.9
CN(C)CCCNC(=O)C[C@@H]1CC[C@@H](NS(=O)(=O)c2ccccc2)[C@H](CO)O1	-2.6
CO[C@H]1CN(C)C(=O)c2ccc(NS(=O)(=O)c3ccc(C)cc3)cc2OC[C@H](C)N(C)C[C@H]1C	-1.5
O=C(Cc1ccncc1)NCC[C@H]1CC[C@H](NC(=O)C2CCCCC2)[C@H](CO)O1	2.4
Cc1ccccc1-c1ccc2c(c1)O[C@@H](CN(C)Cc1ccncc1)[C@@H](C)CN([C@@H](C)CO)S2(=O)=O	-3.2
CCCNC(=O)N1C[C@H](C)[C@H](OC)CN(C)C(=O)c2ccc(NS(C)(=O)=O)cc2OC[C@@H]1C	-0.3
COCC(=O)N1C[C@H](C)[C@H](OC)CN(C)C(=O)c2ccc(NC(=O)c3ccccc3)cc2OC[C@@H]1C	-3.9
CO[C@@H]1CN(C)C(=O)c2ccc(NC(=O)c3ccccc3)cc2OC[C@H](C)N(C(=O)CN(C)C)C[C@H]1C	-4.1
CCC(=O)Nc1ccc2c(c1)OC[C@H](C)N(Cc1cncnc1)C[C@@H](C)[C@H](OC)CN(C)C2=O	-2.0
O=S(=O)(c1cccs1)N1CCCCN2[C@H](C1)[C@H](c1ccc(C3=CCCCC3)cc1)[C@@H]2CO	-3.2
C[C@H](CO)N1C[C@H](C)[C@@H](CN(C)S(=O)(=O)c2cn(C)cn2)Oc2ccc(NC(=O)C3CC3)cc2CC1=O	2.2
CNC(=O)C[C@H]1CC[C@@H]2[C@H](COc3ccc(NC(=O)NC4CCCC4)cc3C(=O)N2C)O1	-0.5
C[C@@H]1CN([C@@H](C)CO)C(=O)c2cc(NC(=O)C3CCCCC3)ccc2O[C@@H]1CN(C)Cc1ccccc1	3.9
C[C@@H]1CCCCO[C@@H](CN(C)S(=O)(=O)c2ccccc2)[C@H](C)CN([C@@H](C)CO)C(=O)c2cc(NC(=O)c3ccccc3)ccc2O1	0.2
CCCC#Cc1cnc2c(c1)C(=O)N([C@@H](C)CO)C[C@@H](C)[C@H](CN(C)C(=O)NC1CCCC1)O2	5.7
COCC(=O)Nc1ccc2c(c1)OC[C@@H](C)N(C)C[C@@H](C)[C@@H](OC)CN(C)C2=O	-3.4
C[C@H](CO)N1C[C@H](C)[C@@H](CN(C)C(=O)Nc2cccc3ccccc23)Oc2c(NC(=O)Nc3ccccc3)cccc2C1=O	4.0
C[C@H](CO)N1C[C@H](C)[C@@H](CN(C)C(=O)c2ccncc2)Oc2cc(-c3cccc(C#N)c3)ccc2S1(=O)=O	0.7
Cc1noc(C)c1NC(=O)Nc1ccc2c(c1)C(=O)N([C@@H](C)CO)C[C@H](C)[C@@H](CN(C)S(=O)(=O)c1cccs1)OCCCC[C@H](C)O2	-0.7
C[C@@H]1CN([C@H](C)CO)C(=O)Cc2cc(NC(=O)NC3CCCCC3)ccc2O[C@H]1CN(C)S(=O)(=O)c1ccc(Cl)cc1	-2.9
COCc1cn(CC[C@H]2CC[C@H](NC(=O)Nc3ccc(OC)cc3)[C@@H](CO)O2)nn1	3.8
O=C(N[C@H]1CC[C@H](CCNS(=O)(=O)Cc2ccccc2)O[C@H]1CO)c1ccccc1F	2.0
COCC(=O)N(C)C[C@H]1Oc2ncc(C3=CCCCC3)cc2C(=O)N([C@H](C)CO)C[C@H]1C	-0.8
CO[C@H]1CN(C)C(=O)c2cc(NC(=O)NC3CCCCC3)ccc2OC[C@H](C)N(CC2CC2)C[C@H]1C	1.4
O=C(Cc1ccccc1)N1C[C@H]2[C@@H](c3ccccc31)[C@@H](CO)N2C(=O)C1CCCCC1	-1.7

From PubChem

A portion of the library; count on the stated rates, not on these rows.
